Assay outcomes (PubChem)
PfGluPho inh – PfG6PD enzyme inhibitors, primary screen, biochemical, fluorescence intensity, uHTS. AID 504690, 2011. inhibition, % at 20 µM. glucose-6-phosphate dehydrogenase-6-phosphogluconolactonase (Plasmodium falciparum 3D7). 350,000 tested, 0.78% active. PfGluPho enzyme, NADPH resazurin-diaphorase fluorescence;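 active = inhibition reaching at least a set limit at 20 µM in the primary screen, cut at about 59% in these data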;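 also: 0% = DMSO wells with substrate and 100% = DMSO wells lacking glucose-6-phosphate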
MPTP inh – mitochondrial permeability transition pore inhibitors, primary screen, biochemical, isolated mouse mitochondria, absorbance; inhibition, % at 10 µM; Ca2+ swelling absorbance, 30 min; 360,000 tested, 1.4% active; AID 602449, 2012;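 active = inhibition of 50% or more, scaled per plate between neutral and stimulator controls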;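 also: 0% = DMSO wells given calcium and 100% = 1 mM EGTA wells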
ATG4B inh – ATG4B protease inhibitors, primary screen, biochemical, fluorescence, uHTS. Cysteine protease ATG4B (Homo sapiens), Q9Y4P1. ATG4B cleavage of LC3-PLA2, NBD-HPC fluorescence, 1 h. inhibition, % at 8.33 µM. 340,000 tested, 0.51% active. AID 504462, 2011; in the data active = inhibition above about 40%
Target sequence (Q9Y4P1 whole entry, looked up): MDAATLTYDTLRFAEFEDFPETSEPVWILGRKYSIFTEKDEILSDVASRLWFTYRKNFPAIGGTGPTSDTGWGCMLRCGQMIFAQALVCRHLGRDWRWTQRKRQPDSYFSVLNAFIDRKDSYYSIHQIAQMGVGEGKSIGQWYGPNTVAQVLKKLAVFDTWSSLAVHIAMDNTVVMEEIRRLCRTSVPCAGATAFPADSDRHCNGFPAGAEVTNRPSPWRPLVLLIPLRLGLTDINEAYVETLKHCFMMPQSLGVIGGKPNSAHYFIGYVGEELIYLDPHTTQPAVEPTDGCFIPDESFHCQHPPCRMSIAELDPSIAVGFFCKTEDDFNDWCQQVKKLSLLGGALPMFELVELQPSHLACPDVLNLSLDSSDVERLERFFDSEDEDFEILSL
SENP8 inh – human SENP8 protease inhibitors, primary screen, biochemical, fluorescence, Nedd8 protein substrate, uHTS. Sentrin-specific protease 8 (Homo sapiens), Q96LD8. inhibition, % at 20 µM. AID 602440, 2012. recombinant SENP8. 360,000 tested, 0.64% active; in the data active = inhibition mostly above about 40%, no sharp cut-off; inactive = mostly below about 27%
Target sequence (Q96LD8 whole entry, looked up): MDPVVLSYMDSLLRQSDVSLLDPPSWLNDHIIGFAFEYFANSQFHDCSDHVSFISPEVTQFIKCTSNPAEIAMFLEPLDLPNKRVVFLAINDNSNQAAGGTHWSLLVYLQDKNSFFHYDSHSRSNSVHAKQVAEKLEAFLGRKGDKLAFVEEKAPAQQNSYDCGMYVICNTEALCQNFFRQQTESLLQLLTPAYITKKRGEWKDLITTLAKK
SENP1 inh – human SENP1 catalytic domain inhibitors, primary screen, biochemical, FRET, uHTS; AID 624204, 2012; Sentrin-specific protease 1 (Homo sapiens), Q9P0U3; inhibition, % at 10 µM; recombinant SENP1 catalytic domain, CyPet-SUMO1-YPet FRET cleavage; 360,000 tested, 0.21% active;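 active = inhibition at least 30% at 10 µM, raw YFP signal under a set limit, fluorescence ratio 0.5 to 1.5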;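 also: 0% = enzyme with DMSO and 100% = no enzyme wells; some results filed as inactive read as strong as hits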
Target sequence (Q9P0U3 419-644 limits assumed): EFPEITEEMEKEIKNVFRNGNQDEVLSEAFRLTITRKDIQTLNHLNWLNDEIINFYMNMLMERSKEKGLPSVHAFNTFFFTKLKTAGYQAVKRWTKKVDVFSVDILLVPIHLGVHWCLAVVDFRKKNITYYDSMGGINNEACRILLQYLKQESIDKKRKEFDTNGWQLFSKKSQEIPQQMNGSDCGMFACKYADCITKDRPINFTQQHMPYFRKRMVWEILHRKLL
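Test system: recombinant human SENP1 catalytic domain, His6-tagged / Medium: pH 8 Tris buffer with EDTA, NaCl, BME, BSA, NP40, catalase / Also added: SUMO1 FRET substrate flanked by Cypet and Ypet, 25 nM / Times: 50 min reaction at room temperature / Signal: FRET, CFP and YFP emission / Control set: no-enzyme low control and enzyme-plus-DMSO high control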
hIAP act – human IAP activators, primary screen, biochemical, luminescence, uHTS; AID 2524, 2010; purified human IAP, CDP-Star luminescence, 30 min; hits give high values; 1 = vehicle-only enzyme, 0 = enzyme-free background; Intestinal-type alkaline phosphatase (Homo sapiens), P09923; 330,000 tested, 0.16% active; activation factor at 10 µM;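 active = activation factor of the enzyme at least 2-fold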; also: the source names both 10 and 20 µM as test concentration; values of inactives mirror those of a sister screen read the other way
SENP6 block – SENP6 protease inhibitors, primary screen, biochemical, luminescence, uHTS; Recombinant SENP6 catalytic domain, aminoluciferin luminescence; inhibition, % at 10 µM; 330,000 tested, 1.8% active;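 active = inhibition above about 50% at the single tested dose, limit read from the data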;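 also: plate controls were DMSO wells with enzyme for no effect and DMSO wells lacking enzyme for full effect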
NR3A LBD binder – binders of NR3A ligand-binding domain, primary screen, biophysical, differential scanning fluorimetry, uHTS; Tm shift relative to glycine control, % at 25 µM; NR3A LBD differential scanning fluorimetry, Tm shift; 0% = protein alone, 100% = glycine-bound protein; Glutamate receptor ionotropic, NMDA 3A (GRIN3A) ligand-binding domain; 340,000 tested, 2.5% active;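 active = melting temperature shift of at least 10% of the positive control shift, at one fixed dose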
An asterisk follows results filed as active; x = no result given; & = joins results of further samples. An unsorted share of the library; overall some 6.7% were active at least once.

SMILES | PfGluPho inh | MPTP inh | ATG4B inh | SENP8 inh | SENP1 inh | hIAP act | SENP6 block | NR3A LBD binder
Cc1ccccc1OCCn1nc(C(=O)O)c2ccccc2c1=O | 12 | -2.3 | -10 | 10 | 0 | 1.1 | -21 | 2
CC(OC(=O)c1cc2ccccc2cc1O)C(=O)Nc1ccc(S(N)(=O)=O)cc1 (configuration not stated) | 36 | 1.9 | -15 | -148 | 7 | 1.3 | -8 | 2
COc1ccc(C(=O)NC(=S)NC2CCCCC2)cc1 | 0 | 1.1 | 13 | -6 | 4 | 0.99 | -15 | -3
CCOc1ccc(N2CC(C(=O)Nc3cccc(C(=O)NC4CC4)c3)CC2=O)cc1 (configuration not stated) | -3 | -1.7 | -16 | 8 | 1 | 1 | -10 | 0
CC1=C(C(=O)Nc2ccccc2C(=O)NCCCN2CCN(C)CC2)SCCO1 | -2 | -2.1 | -1 | 5 | 3 | 1.1 | 2 | -1
Cc1ccc(C(=O)CSc2nc(N)cc(=O)[nH]2)cc1C | -1 | -0.6 | -1 | 2 | 0 | 0.97 | 3 | 0
CC1(c2cc(F)ccc2F)NC(=O)N(CC(=O)Nc2cccc(S(=O)(=O)N3CCCC3)c2)C1=O (configuration not stated) | 7 | -2.1 | -4 | 4 | 1 | 1 | -16 | 0
O=C(C1=C[C@H](c2coc3ccccc3c2=O)C[C@H](OCCCCO)O1)N1CCOCC1 | -13 | 0.2 | 0 | 6 | 1 | 1.1 | -6 | -1
Cc1ccc(-c2nc(CS(=O)CC(=O)NC3CCC(C)CC3)c(C)o2)cc1 (configuration not stated) | 8 | -0.4 | -22 | -2 | -2 | 0.98 | 0 | 1
Nc1nonc1C(=O)NCCNC(=O)c1cccs1 | 13 | 1.1 | -2 | 4 | 1 | 0.95 | -11 | 2
O=C(NCCCN1CCCCCC1)c1ccc(N2CCCC2=O)cc1 | -8 | -1.8 | -11 | 27 | -2 | 1.1 | 7 | -2
Nc1c(C(=O)NCc2ccccc2)nnn1Cc1ccc(F)cc1 | -3 | -0.3 | 5 | 11 | -2 | 0.92 | 9 | 0
CC(C)NC(=O)NNC(=O)Cn1nnc(-c2cccc(Cl)c2Cl)n1 | -17 | 0.7 | 8 | 8 | 2 | 1 | -22 | -1
Cc1ccc2occ(C(c3nnnn3Cc3ccccc3)N3CCOCC3)c(=O)c2c1 (configuration not stated) | -24 | -6.2 | -1 | 21 | 1 | 0.91 | 5 | -1
CCOC(=O)C1CCN(c2ccc(-c3cccs3)nn2)CC1 | 12 | 1.2 | 5 | -23 | 1 | 0.96 | 96* | -1
O=C(NCc1ccc(F)cc1)C(c1ccc(F)cc1)N(C(=O)c1csnn1)C1CC1 (configuration not stated) | 8 | 0.9 | -2 | 6 | 2 | 0.89 | -8 | 1
COc1ccc(C2=NCCn3nc4cc(OC)ccc4c32)cc1 | 7 | -1.2 | -17 | -10 | -4 | 1 | -9 | -2
CCOc1ccc2nc(SCC(=O)NC3CCCc4ccccc43)sc2c1 (configuration not stated) | -5 | -3.4 | 50* | 15 | 3 | 0.96 | -22 | 5
O=C(C1=C[C@@H](c2ccc(Br)cc2)C[C@@H](OCc2ccc(CO)cc2)O1)N1CCOCC1 | 4 | 0.4 | 0 | 4 | 4 | 0.87 | -10 | 1
CCN(CCC#N)c1ccc(N2C(=O)CCCC2=O)cc1[N+](=O)[O-] | -9 | -1.2 | -3 | 12 | 1 | 1.1 | -4 | 0
O=C(NCC1CCCN(C(=O)CN2CCCCC2)C1)c1ccccc1Cl (configuration not stated) | -13 | 0.9 | 17 | 17 | -1 | 0.99 | -2 | -2
Cc1oc2c(c1C(=O)Nc1ccc(C(=O)O)cc1)CCCC2 | -9 | -1.5 | 0 | -2 | -4 | 1 | -10 | 0
CC(=O)Nc1ccc(S(=O)(=O)N2CCN=C2SCc2ccccc2C)cc1 | -1 | -0.5 | -6 | 10 | 1 | 1 | -15 | -5
C/C(=N/NC(=O)CN1CCN(Cc2ccccc2Cl)CC1)c1cccs1 | 0 | 1.8 | -9 | 19 | 2 | 0.98 | -18 | -1
Cc1cc(C)c2nc(C(F)(F)F)nc(N3CC(C)OC(C)C3)c2c1 (configuration not stated) | -12 | 3.0 | 3 | -51 | 2 | 0.95 | -2 | -2

Marked active in SENP6 block, among the entries above:
Compound | PfGluPho inh | MPTP inh | ATG4B inh | SENP1 inh | hIAP act | SENP6 block | NR3A LBD binder
CCOC(=O)C1CCN(c2ccc(-c3cccs3)nn2)CC1 | 12 | 1.2 | 5 | 1 | 0.96 | 96* | -1

The listing continues.
SMILES | PfGluPho inh | MPTP inh | ATG4B inh | SENP8 inh | SENP1 inh | hIAP act | SENP6 block | NR3A LBD binder
CN(CCC(=O)Nc1cc(S(=O)(=O)N(C)C)ccc1Cl)CC(=O)Nc1ccc(F)cc1 | -14 | 0.0 | 1 | 13 | 0 | 0.88 | 10 | 1
C#CCOCCOCCOCCNc1nc(N2CCN(C(=O)CCCCCCCCCCNC(=O)Cn3cc(C[C@@H](C)O)nn3)CC2)nc(N2CCN(C(=O)CCCCCCCCCCNC(=O)[C@@H](CCSC)n3cc(CCO)nn3)CC2)n1 | -2 | -0.8 | -32 | 4 | 1 | 0.94 | 5 | -368
O=P(O)(CP(=O)(c1ccccc1)c1ccccc1)c1ccccc1 | 10 | -1.9 | -5 | 10 | 2 | 1 | -16 | 0
Cc1cc(C(=O)COC(=O)CC(NC(N)=O)c2ccc(Cl)cc2)c(C)n1C (configuration not stated) | -1 | -0.8 | -19 | -4 | 0 | 0.85 | -2 | 0
CCC(C)(C)NC(=O)C1CCC(CNS(=O)(=O)c2cccc3nsnc23)CC1 (configuration not stated) | -1 | -1.5 | -2 | 14 | 3 | 1 | -6 | 2
CCOC(=O)C1CCN(C(=O)c2c(-c3ccccc3)noc2C)CC1 | -13 | 2.3 | 7 | 11 | 1 | 1.2 | -14 | 2
O=C1CN(C(=O)COc2c(Cl)cccc2Cl)c2ccccc2N1 | -16 | -1.5 | 0 | 6 | 1 | 0.94 | -1 | 0
Cc1ccc(-n2nnnc2-c2cnc3cc4c(cc3c2C)OCO4)cc1 | 8 | 2.7 | -13 | -50 | -1 | 0.99 | -2 | 0
O=C(Cc1ccccc1)NCC(=O)N1CCC2(CC1)NCCc1[nH]cnc12 | 11 | -2.4 | -4 | 11 | 2 | 0.94 | 1 | 2
O=C(COc1ccccc1)NCc1nnc(SCC(=O)Nc2nccs2)n1-c1ccccc1 | 0 | -2.7 | -3 | 16 | 0 | 0.98 | -6 | -2
COc1cc(N(CCCn2cnc3c(SC)ncnc32)CCCn2cnc3c(SC)ncnc32)cc(OC)c1OC | 44 | 7.3 | x | 0 | 1 | x | x | x
CCOC(=O)c1c(C)[nH]c(C)c1C(=O)COC(=O)c1nc2nccc(C)n2n1 | 20 | -2.7 | -7 | 14 | -2 | 0.87 | -10 | -1
C/C(CC(C)C)=N\NS(=O)(=O)c1ccc(C)c([N+](=O)[O-])c1 | 6 | 0.9 | 4 | 27 | 0 | 1.1 | 85* | 0
O=C(COC(=O)Cn1cnc2ccccc21)Nc1ccc(F)c(F)c1 | 0 | -0.6 | -7 | 4 | 4 | 1.1 | 9 | -10
Fc1ccc(/C=N/N2CCN(Cc3ccccc3)CC2)cc1 | 1 | 1.6 | -2 | 7 | -1 | 0.98 | -13 | 1
Cc1ccc(C(=O)N/N=C2\CCc3ccccc32)c(C)c1 | -7 | 0.7 | 15 | 10 | 1 | 1 | 10 | -7
Cc1cc(C)cc(C(=O)NCC(=O)OC(C)C(=O)N(C)c2ccccc2)c1 (configuration not stated) | -13 | -2.0 | -6 | 2 | -3 | 0.91 | -15 | -1
Cc1nnc2n(-c3ccccc3)c(=O)c3c4c(sc3n12)CC(C)CC4 (configuration not stated) | -2 | -2.0 | -11 | 24 | 3 | 0.65 | -8 | 0
O=C(Nc1ccccc1)N(Cc1cccs1)C1CCCC1 | 1 | -0.1 | 8 | 28 | 1 | 1.1 | 0 | -2
Cc1ccc2c(C)nc(/N=C(\N)NC(=O)N3c4ccccc4Sc4ccccc43)nc2c1 | -1&0 | 2.2&0.9 | -1&34 | -20&-35 | 3&2 | x | x | 0&-2
CNC(=S)NNC(=O)c1noc(C)c1C(=O)N1CCN(C(c2ccccc2)c2ccccc2)CC1 | -9 | -0.2 | -2 | 2 | 1 | 1.6 | 12 | -2
Cc1c(NC(=O)C(C)OC(=O)CCc2ccccc2)c(=O)n(-c2ccccc2)n1C (configuration not stated) | -2 | 0.6 | -8 | 0 | 3 | 0.99 | -1 | 0
C1CN(CCN2CCOCC2)CCN1 | -5 | 0.2 | -7 | 8 | -1 | 1.1 | -1 | 0
CC(=O)C1CCC2C3CC(C)=C4CC(O)CCC4(C)C3CCC12C (configuration not stated) | -17 | 0.2 | -2 | 14 | -7 | x | x | -1
CCC(CC)C(=O)NCCN1CCN(C(=O)C(CC)CC)CC1 | -26 | 0.8 | -7 | 15 | 3 | 0.77 | -6 | 0

Copied from the list:
PfGluPho inh, C1CN(CCN2CCOCC2)CCN1 stands at -5
ATG4B inh, Cc1ccc(-n2nnnc2-c2cnc3cc4c(cc3c2C)OCO4)cc1 stands at -13

More structures
SMILES | PfGluPho inh | MPTP inh | ATG4B inh | SENP8 inh | SENP1 inh | hIAP act | SENP6 block | NR3A LBD binder
CCCNC(=O)CN(CCc1ccccc1)S(C)(=O)=O | 2 | 0.6 | -3 | 12 | 2 | 1 | 3 | 13*
COc1ccc(CNC(=O)c2noc(C)c2[N+](=O)[O-])cc1 | 1 | -0.1 | 1 | 12 | -1 | 0.98 | 11 | 1
Cc1ccc(S(=O)(=O)N2CCOCC2)cc1C(=O)Nc1cccc(C(=O)NC2CC2)c1 | -2 | -2.5 | -7 | 1 | 1 | 1.1 | -14 | -3
O=C(/C=C/c1ccc(Br)cc1)NC(=S)NNC(=O)c1ccco1 | -62 | 20 | 9 | 9 | 1 | 1.8 | -3 | -3
COc1ccc(C(O)c2nccn2Cc2ccccc2)cc1 (configuration not stated) | -8 | -1.2 | -5 | 13 | 1 | 0.97 | -4 | 2
CCN(C(=O)COC(=O)C1CCN(S(=O)(=O)c2ccc(C)c(C)c2)CC1)C1CCS(=O)(=O)C1 (configuration not stated) | -5 | -1.0 | -4 | 8 | 2 | 1 | -9 | 0
C=CCn1c(SCC(=O)OCc2ccccc2)nc2c1c(=O)n(C)c(=O)n2C | 5 | -0.1 | -1 | 12 | 1 | 0.78 | 3 | -10
CCN1CCN(C(=O)CN(CC)S(=O)(=O)c2ccc(Cl)cc2)CC1 | 6 | 0.3 | -3 | 9 | 0 | 1 | 0 | 2
O=C(COc1ccc([N+](=O)[O-])cc1Cl)NCCN1C(=O)CSC1=O | -5 | 0.7 | -2 | 8 | 3 | 0.97 | -8 | -1
Cc1cc(Nc2ccc(F)cc2F)n2nc(C)nc2n1 | 7 | -2.8 | 2 | 3 | 0 | 1.1 | -13 | -1
Cc1ccc(C)c(S(=O)(=O)N2CCCC2CNC(=O)C(=O)NCCc2ccco2)c1 (configuration not stated) | 4 | -1.6 | 2 | 7 | 1 | 1.2 | -15 | x
